Source: PubChem (several laboratories)
hcDAF-12 act – H. contortus DAF-12 nuclear receptor activators, primary screen, cell-based, luminescence, HEK293, lit1-tk-luc reporter; HEK293 hcDAF-12 lit1-tk-luc reporter; 0% DMSO, 100% Δ7-dafachronic acid; activation, % at 6.8 µM; hit rate 1.4% among 370,000; AID 652067, 2013;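 active = activation above the mean of all tested compounds plus 3 SD, cut at about 5.5% in these data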;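 also: 100% = response to 3 µM Δ7-dafachronic acid high control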
DAX1 inh-1 – DAX1 (NR0B1) inhibitors on StAR promoter, primary screen, cell-based, luminescence, SF-1 (NR5A1), full-length DAX-1; inhibition, % at 6.8 µM; hit rate 1.1% among 370,000; HEK293T StAR-luciferase reporter, SF-1/DAX-1 repression relief; AID 652010, 2013;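 active = inhibition above the mean over all tested compounds plus 3 SD, cut at about 3.6% in these data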;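 also: 0% = DAX-1 cells with DMSO and 100% = cells lacking DAX-1 with DMSO; higher inhibition means more luminescence from relief of DAX-1 repression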
ADAM17 inh – ADAM17 inhibitors, primary screen, biochemical, QFRET. recombinant ADAM17, EDANS/DABCYL FRET peptide cleavage. inhibition, % at 6.95 µM. hit rate 0.83% among 370,000. AID 720648, 2013;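 active = inhibition above the mean of compounds lying between control limits plus 3 SD, set per campaign, cut at about 8.5% in these data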;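 also: 0% = DMSO-only wells as the low control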
GAA850 FXN act – FXN promoter activators, primary screen, cell-based, luciferase luminescence, HEK293 lucGAA850 | HEK293 lucGAA850 FXN promoter luciferase reporter, 24 h; percent of 10 µM SAHA response | activation, % at 6 µM | hit rate 0.56% among 360,000;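 active = activation above the average of all compounds screened plus 3 SD, cutoff fixed separately per campaign, cut at about 7.5% in these data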;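 also: 0% = DMSO wells and 100% = 10 µM SAHA wells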
SMARCA2 activ – SMARCA2 (BRM) function activators, primary screen, cell-based, luminescence, high throughput | hit rate 1% among 370,000 | AID 652017, 2013 | MG213 cells, MMTV-luciferase reporter, dexamethasone, overnight | activation, % at 9.1 µM; in the data active = activation above about 7.8%;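 also: 0% = vehicle wells and 100% = reference activator wells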
NPR1 activator – GC-A stimulated cGMP production enhancers – HEK293 GC-A cells, cGMP TR-FRET, EC30 ANP, primary screen; hit rate 0.14% among 370,000; AID 1671463, 2021; 0% at EC30 ANP, 100% saturating ANP; Atrial natriuretic peptide receptor 1 (Homo sapiens), P16066; activation, % at 10 µM; in the data active = activation above about 40%
Target sequence (P16066 whole entry, looked up): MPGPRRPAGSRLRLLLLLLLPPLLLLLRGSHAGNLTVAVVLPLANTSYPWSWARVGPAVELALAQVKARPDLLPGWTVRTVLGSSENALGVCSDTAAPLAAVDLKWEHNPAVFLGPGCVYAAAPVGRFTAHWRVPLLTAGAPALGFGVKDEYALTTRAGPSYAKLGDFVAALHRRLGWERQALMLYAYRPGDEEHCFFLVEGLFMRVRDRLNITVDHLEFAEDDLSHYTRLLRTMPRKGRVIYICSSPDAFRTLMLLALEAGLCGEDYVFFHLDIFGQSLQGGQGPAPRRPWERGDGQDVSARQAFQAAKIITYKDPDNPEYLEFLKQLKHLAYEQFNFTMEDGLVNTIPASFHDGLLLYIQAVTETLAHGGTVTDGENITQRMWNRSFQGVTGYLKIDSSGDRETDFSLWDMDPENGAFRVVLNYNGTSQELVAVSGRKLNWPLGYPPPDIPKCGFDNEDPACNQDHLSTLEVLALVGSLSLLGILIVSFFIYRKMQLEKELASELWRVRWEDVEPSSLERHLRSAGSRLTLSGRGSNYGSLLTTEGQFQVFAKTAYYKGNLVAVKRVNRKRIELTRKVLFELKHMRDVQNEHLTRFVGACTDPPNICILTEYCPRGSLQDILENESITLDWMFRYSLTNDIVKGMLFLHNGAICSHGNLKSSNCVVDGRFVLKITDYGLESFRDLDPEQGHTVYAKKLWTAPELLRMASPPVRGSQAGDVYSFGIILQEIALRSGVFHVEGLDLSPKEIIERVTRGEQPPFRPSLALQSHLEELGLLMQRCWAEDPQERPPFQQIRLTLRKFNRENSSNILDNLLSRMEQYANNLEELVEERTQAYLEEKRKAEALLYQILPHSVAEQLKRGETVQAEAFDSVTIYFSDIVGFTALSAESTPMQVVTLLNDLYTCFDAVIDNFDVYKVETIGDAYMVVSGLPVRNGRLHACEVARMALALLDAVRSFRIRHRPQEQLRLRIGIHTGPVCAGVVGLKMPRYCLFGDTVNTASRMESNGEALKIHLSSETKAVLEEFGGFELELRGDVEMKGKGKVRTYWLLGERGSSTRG
DAX1 inh-2 – DAX1 (NR0B1) inhibitors, primary screen, cell-based, HEK293, Gal4-DAX1, luciferase luminescence; Nuclear receptor subfamily 0 group B member 1 (Homo sapiens), P51843; HEK293 Gal4-DAX1 luciferase reporter; inhibition, % at 6.75 µM; hit rate 0.99% among 340,000; AID 504766, 2011;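 active = inhibition above the mean over all tested compounds plus 3 SD, cut at about 4.2% in these data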;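 also: 0% = DAX1-transfected cells with DMSO and 100% = empty-vector control cells with DMSO; inhibition shows as a rise in luminescence from relieved DAX1 repression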
hgDAF12 agonist – H. glycines DAF-12 receptor agonists, primary screen, cell-based, luminescence, HEK293, GAL4 fusion, UAS-luciferase | HEK293 GAL4-hgDAF12 UAS-luciferase reporter, agonist luminescence; normalized to butyrate control | activation, % at 6.8 µM | hit rate 1.8% among 370,000;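 active = activation above a cutoff set at the mean of all screened compounds plus 3 SD, cut at about 10% in these data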;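 also: 0% = DMSO wells and 100% = sodium butyrate wells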
PG9 binder – binders of HIV-1 gp120 antibody PG9, primary screen, biochemical, TR-FRET; hit rate 0.43% among 360,000; inhibition, % at 6.7 µM; HIV-1 gp120 / PG9 antibody interaction; TR-FRET gp120-PG9 antibody binding; AID 624416, 2012; in the data active = inhibition above about 8.5%
ADAM10 inh – human ADAM10 inhibitors, primary screen, biochemical, QFRET, HTS | inhibition, % at 7 µM | recombinant ADAM10, EDANS/DABCYL FRET peptide cleavage, 3 h | hit rate 0.62% among 370,000;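 active = inhibition above a per-campaign cutoff equal to the mean of compounds falling between control-based bounds plus 3 SD, cut at about 20% in these data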;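 also: 0% = DMSO wells while the 100% control is not disclosed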
ssDAF12 agonist – S. stercoralis DAF-12 nuclear receptor activators, primary screen, cell-based, luminescence, HEK293, GRIP1 co-expression, lit1-tk-luc; AID 652126, 2013; activation, % at 6.8 µM; hit rate 1% among 370,000; HEK293 ssDAF-12/GRIP1 lit1-tk-luc reporter; % of 3 µM dafachronic acid response; Nuclear hormone receptor DAF-12 (Strongyloides stercoralis);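 active = activation above the mean over all tested compounds plus 3 SD, cut at about 0.9% in these data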;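 also: 0% = DMSO-only wells and 100% = 3 µM delta7-dafachronic acid wells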
* hit, by the source's call; nt = no result given.

SMILES	hcDAF-12 act	DAX1 inh-1	ADAM17 inh	GAA850 FXN act	SMARCA2 activ	NPR1 activator	DAX1 inh-2	hgDAF12 agonist	PG9 binder	ADAM10 inh	ssDAF12 agonist
Cc1ccc(S(=O)(=O)NCCc2nnc3ccc(NCCCOC(C)C)nn23)cc1	-1.7	0.5	-3.9	2.1	-1.3	3.6	0.4	0.9	-2.3	-4.7	-1.6
C/C(=N/NC(=O)CNC(=O)/C=C/c1ccccc1)c1ccco1	1.7	-0.4	-0.1	2.1	0.0	-6.1	0.0	0.6	-1.4	1.4	-1.1
c1cc2[nH]c3ccncc3c2cn1	1.6	0.8	-5.5	0.6	-2.4	5.4	1.6	1.2	0.7	-15.1	-1.5
NC(=O)c1cn(-c2ccccc2)nc1-c1cccnc1	-2.5	-1.0	-5.5	-2.4	-2.5	5.6	0.0	5.1	0.0	-19.4	-1.4
COC(=O)[C@H](CCSC)NC(=O)Nc1ccc(S(N)(=O)=O)cc1	0.4	0.7	-4.0	0.7	-3.3	3.7	0.5	0.7	1.0	-4.3	-2.0
COc1ccccc1N(CC(=O)N1CCCCCC1)S(=O)(=O)c1ccc(C)cc1	-0.3	0.1	0.7	0.2	0.1	-2.6	0.1	1.1	-2.8	14.3	-0.4
O=[N+]([O-])c1ccccc1Nc1ccccc1	-0.2	1.1	0.0	1.7	-2.9	-12.7	-2.0	-2.7	-0.2	3.6	-1.7
Cc1ccc(S(=O)(=O)Nc2ccc3ccccc3n2)cc1	-0.6	-0.2	-18.6	0.9	-2.0	-4.3	nt	0.7	-0.8	-49.6	-1.9
CCCCn1c(-c2cccc(Br)c2)nc2cc3[nH]c(=O)c(C(C)C)nc3cc21	-1.1	0.1	-32.2	-0.6	0.3	2.6	-0.6	0.1	-0.4	-153.6	-1.5
O=c1cc(CN2CCOCC2)nc(C2CC2)[nH]1	0.8	0.6	-2.3	-1.5	-0.9	0.1	1.6	-0.3	-0.3	-2.1	-1.2
COc1ccc(NC(=S)NC2CCN(Cc3ccccc3)CC2)cc1OC	-1.1	-0.4	-3.1	1.5	-1.9	1.6	1.6	-1.5	0.1	-10.2	-0.9
Cc1csc(NC(=O)c2nc(-c3ccccc3)n(-c3ccccc3)n2)n1	-0.7	-0.8	-2.6	-2.1	-0.6	-10.6	-0.9	-0.7	0.1	-3.4	-1.6
COC(=O)c1ccc(C2c3[nH]c4ccccc4c3C[C@H]3C(=O)N(C4CC4)CC(=O)N23)cc1 (some centres undefined)	-0.9	-0.2	2.4	4.0	-2.0	55.0*	-2.1	-0.4	-0.6	2.5	-1.2
CCC(C)(C)n1nnnc1C(c1cc(OC)ccc1OC)N1CCC(C(N)=O)CC1 (centres undefined)	0.0	-1.1	-0.1	-1.4	-2.6	-3.3	1.5	0.8	0.7	-1.6	-1.0
O=C(Nc1ccc(Cl)cc1)Nc1ccccc1NS(=O)(=O)c1cccs1	-0.4	0.1	8.1	0.9	-0.5	7.3	0.1	2.7	-2.3	23.1*	-1.0
Cc1ccc(S(=O)(=O)N2CCC(C(=O)OCC(=O)N(C)C3CCS(=O)(=O)C3)CC2)cc1C (centres undefined)	0.1	0.6	-2.4	1.4	-2.1	3.3	-2.0	0.5	-1.6	-1.1	-1.3
COc1ccc(S(=O)(=O)N(C)c2ccc(C(=O)NCc3ccco3)cc2)cc1OC	-0.7	-1.8	1.7	2.7	0.6	1.1	-0.3	-2.2	-1.3	-0.3	-0.6
CCCS(=O)(=O)NC(=O)C1(C)CCCN(C(=O)c2nc3ccccc3s2)C1 (centres undefined)	1.4	-0.4	3.3	0.2	0.2	3.3	nt	-0.9	-2.2	9.5	-1.1
Cc1ccnc(NC(=S)N2CCN(c3cccc(C(F)(F)F)c3)CC2)c1	-4.2	-1.3	2.5	-1.8	-3.9	4.7	-1.8	-0.4	-0.4	-0.3	-1.9
CC(=O)Nc1ccc(S(=O)(=O)NCCc2csc(-c3cccnc3)n2)cc1	-0.6	1.1	-4.9	1.7	-4.0	2.9	-0.2	-1.1	-0.6	-16.3	-0.8
CCN1CCC(N2CCN(c3ccc(F)cc3)CC2)CC1	-2.7	0.4	-3.4	1.9	-2.0	5.5	0.9	-1.9	-0.1	-10.5	-1.0
CC(=O)Nc1ccc(NC(=O)COC(=O)c2cc(S(=O)(=O)N3CCCC3)ccc2O)cc1	2.2	-2.2	-13.3	-1.2	-1.3	3.3	3.7	2.8	0.1	-42.4	-1.0
Cc1cnc(C(=O)Nc2ccccc2-n2cccc2)cn1	1.1	0.2	-4.7	-0.1	-1.1	-4.1	1.7	3.4	1.1	3.2	0.1
CC(=O)c1ccc(NC(=O)CN2CCN(CC(=O)Nc3ccc(C(C)=O)cc3)CC2)cc1	1.3	0.4	-1.2	-0.5	-1.4	-1.0	-0.9	1.1	-2.7	-6.5	-1.3
Cc1occc1-c1nnc(SCC(=O)c2ccc3c(c2)OCCO3)n1CC1CCCO1 (centres undefined)	-0.5	0.0	-1.9	0.7	-3.1	1.0	-1.6	-1.2	-0.6	4.5	-1.6
COc1ccc(-c2nc3ccccc3c(=O)n2CCOc2cc(C)ccc2C)cc1	0.2	-0.2	3.0	-0.6	-1.2	-1.6	2.6	1.4	-1.1	4.2	-1.2
CCCCNC(=O)COC(=O)CCC(=O)c1cccs1	-1.8	-0.1	-4.1	3.2	2.9	2.3	-0.9	-0.3	-2.2	-1.2	-1.6
Cc1sc2nc(CSCC(=O)Nc3c(F)cccc3F)[nH]c(=O)c2c1C	-0.2	0.7	2.3	-1.0	-0.4	-0.8	1.5	2.7	-0.4	-17.6	-1.2
CCOC(=O)Cn1c(=O)oc2cc(S(=O)(=O)N3CCN(C(=O)OCC)CC3)ccc21	-1.0	-0.3	-5.6	1.0	-1.2	1.4	0.4	-1.0	-2.2	-3.3	-0.6
Cc1ccccc1-n1nnnc1SCc1csc(-c2ccccc2)n1	-2.4	-0.6	-1.9	-0.5	-2.7	4.1	1.5	3.1	-0.2	3.4	-1.0
Cc1ccc(C)c(NC(=O)C[n+]2ccccc2)c1	-3.1	-0.2	1.8	1.2	-2.9	0.4	-0.5	2.3	-1.1	-1.5	-0.6
COc1ccccc1OCCNc1nc2c(c(=O)n(C)c(=O)n2C)n1C	-0.1	-0.3	2.4	-0.7	-2.2	-0.4	0.1	1.8	3.0	-1.3	-0.9
NC(=O)C1C(=O)c2ccccc2C1(C[N+](=O)[O-])c1ccccc1 (centres undefined)	5.8*	1.3	-14.6	-1.1	-1.6	0.0	-0.5	-1.8	-1.2	-69.8	-0.1
CCc1cccc(CC)c1NC(=O)C(CC)Sc1nc2ccncc2[nH]1 (centres undefined)	-0.6	-0.1	0.7	2.0	8.3*	-1.9	0.2	-1.3	-1.9	-6.0	-1.4
Clc1cccc(NCc2nnc3n2CCCCC3)c1	-0.5	-0.1	-0.7	1.2	-1.9	-1.9	-0.1	-0.2	-0.5	-3.7	-1.1
O=C(Nc1cccc(S(=O)(=O)N2CCOCC2)c1)C1CC(=O)N(c2ccc3c(c2)OCCO3)C1 (centres undefined)	-2.8	-0.1	-0.5	1.6	0.9	-0.5	-0.1	-1.8	-0.9	-7.6	-1.2
CSCCC(NS(=O)(=O)c1c(Cl)cccc1Cl)C(=O)O (centres undefined)	-0.7	0.3	-5.5	0.8	-2.2	2.4	-0.4	-2.1	-0.2	-5.0	-1.7
COC(=O)c1cn(C)c2ccc(S(=O)(=O)N3CCOCC3)cc2c1=O	-1.0	0.2	0.8	-1.0	-1.4	1.5	3.2	-0.1	-0.8	0.0	-0.7
COCCn1c(N)c(N(Cc2ccccc2)C(=O)C2CCCC2)c(=O)[nH]c1=O	-0.7	1.8	-4.8	1.4	-1.9	1.6	1.6	-2.3	0.2	-3.3	-1.4
Cc1c(C(=O)NCc2cccnc2)oc2ccc(S(=O)(=O)N3CCCCC3)cc12	-2.6	-0.9	-3.7	2.4	-1.7	-6.1	-2.2	-3.4	-0.2	5.5	-2.5
Cn1ccc2c(N3CCCCCC3)cc3c(c21)C1CCC3O1 (centres undefined)	-2.9	-2.1	-6.2	nt	-4.5	-3.6	nt	-1.0	-9.5	-19.9	-0.9
COc1ccc(S(N)(=O)=O)cc1C(=O)OCCCOc1ccc(F)cc1	-2.0	-0.3	2.1	-0.2	-0.4	5.6	1.1	-4.8	-3.2	-5.4	-1.3
CCOc1cc(S(=O)(=O)NCc2ccc(OC)cc2)c(OCC)cc1-n1cnnn1	-1.6	-1.3	-11.9	-4.0	1.5	-8.3	-0.4	2.8	0.0	-24.0	-1.3
Cc1ccc(-c2nc(CSCC(=O)NCc3cccnc3)c(C)o2)cc1	-1.2	-1.4	-1.5	-0.5	1.0	6.4	-1.1	-1.4	-0.8	3.8	-1.9
N=C(N)SCc1ccc(Cl)cc1Cl	-3.3	0.0	2.9	2.8	-2.2	13.3	-0.5	0.5	1.3	-7.0	-1.7
NS(=O)(=O)c1ccc(CCNC(=O)CN2CCCCCC2)cc1	-0.3	-0.8	-2.5	0.9	0.3	5.2	-0.7	0.3	2.3	-0.6	-1.4
COCc1nnc(SCC(=O)NCc2ccccc2)n1-c1ccccc1	1.3	0.2	1.8	1.7	-1.1	4.4	0.7	1.0	1.8	9.0	-2.1

Grouped by structure, the compounds so far with a furan ring, fused or not
SMILES	hcDAF-12 act	DAX1 inh-1	ADAM17 inh	GAA850 FXN act	SMARCA2 activ	NPR1 activator	DAX1 inh-2	hgDAF12 agonist	PG9 binder	ADAM10 inh	ssDAF12 agonist
C/C(=N/NC(=O)CNC(=O)/C=C/c1ccccc1)c1ccco1	1.7	-0.4	-0.1	2.1	0.0	-6.1	0.0	0.6	-1.4	1.4	-1.1
COc1ccc(S(=O)(=O)N(C)c2ccc(C(=O)NCc3ccco3)cc2)cc1OC	-0.7	-1.8	1.7	2.7	0.6	1.1	-0.3	-2.2	-1.3	-0.3	-0.6
Cc1occc1-c1nnc(SCC(=O)c2ccc3c(c2)OCCO3)n1CC1CCCO1 (centres undefined)	-0.5	0.0	-1.9	0.7	-3.1	1.0	-1.6	-1.2	-0.6	4.5	-1.6
Cc1c(C(=O)NCc2cccnc2)oc2ccc(S(=O)(=O)N3CCCCC3)cc12	-2.6	-0.9	-3.7	2.4	-1.7	-6.1	-2.2	-3.4	-0.2	5.5	-2.5
